Source: PubChem
PfHsp40 yeast = rescue of PfHsp40-mediated yeast toxicity | S. cerevisiae expressing PfHsp40, growth rescue, ATP luminescence | growth rescue, % at 12.5 µM | 340,000 tested, 0.68% active; in the data active = growth rescue above about 28%, passing the limit was not always enough; inconclusive = no clear call, values can overlap the other calls;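 also: yeast W303a lacking pdr1 and pdr3 grown in galactose medium; growth measured after three days at 30 °C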
BoNT-A LC inh2 = inhibitors of Botulinum neurotoxin A light chain protease; inhibition, % at 10 µM; multiplex microsphere protease substrate cleavage, flow cytometry; AID 588499; 360,000 tested, 0.17% active; also: plate controls were buffer without enzyme for full effect and enzyme alone for no effect
UGM FP inh = inhibitors of M. tuberculosis UDP-galactopyranose mutase; P9WIQ1; purified UGM, fluorescence polarization probe displacement; inhibition, % at 10 µM; 320,000 tested, 0.06% active; AID 504406; in the data active = inhibition above about 10%, passing the limit was not always enough; inconclusive = no clear call, values can overlap the other calls
Anthrax LF prot = blocks Bacillus anthracis lethal factor protease | P15917 | multiplex microsphere protease cleavage assay, LF | inhibition, % at 10 µM | 360,000 tested, 0.12% active; also: plate controls were buffer without enzyme for full effect and enzyme alone for no effect
Target sequence (P15917 whole entry, looked up): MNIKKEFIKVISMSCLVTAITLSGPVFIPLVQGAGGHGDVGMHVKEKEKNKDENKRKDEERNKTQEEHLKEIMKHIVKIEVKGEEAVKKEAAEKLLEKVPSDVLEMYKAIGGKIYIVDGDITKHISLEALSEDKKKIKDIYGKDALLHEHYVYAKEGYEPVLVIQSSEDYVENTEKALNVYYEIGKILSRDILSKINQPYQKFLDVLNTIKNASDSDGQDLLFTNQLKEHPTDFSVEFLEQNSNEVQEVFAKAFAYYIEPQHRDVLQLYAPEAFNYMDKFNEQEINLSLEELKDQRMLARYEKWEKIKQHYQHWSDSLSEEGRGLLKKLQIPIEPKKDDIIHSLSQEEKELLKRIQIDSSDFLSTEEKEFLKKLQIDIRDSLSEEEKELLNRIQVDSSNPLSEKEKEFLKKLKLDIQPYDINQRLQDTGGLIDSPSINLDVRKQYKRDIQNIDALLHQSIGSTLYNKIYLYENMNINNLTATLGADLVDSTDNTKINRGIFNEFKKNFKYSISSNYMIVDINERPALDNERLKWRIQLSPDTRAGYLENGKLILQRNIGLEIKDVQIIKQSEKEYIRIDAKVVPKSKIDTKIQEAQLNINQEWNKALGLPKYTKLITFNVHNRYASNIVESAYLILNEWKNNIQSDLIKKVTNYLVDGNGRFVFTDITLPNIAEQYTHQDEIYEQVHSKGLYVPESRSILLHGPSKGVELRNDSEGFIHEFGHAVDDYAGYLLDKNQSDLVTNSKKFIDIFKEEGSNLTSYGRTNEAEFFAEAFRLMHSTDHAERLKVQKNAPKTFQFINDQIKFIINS
FadD28 FP inh = blocks FadD28 binding to the bisubstrate probe; fluorescence polarization; inhibition, % at 12.5 µM; 360,000 tested, 0.22% active; AID 588549; in the data active = inhibition above about 8.5%, passing the limit was not always enough; inconclusive = no clear call, values can overlap the other calls
Mtb BioA inh = BioA (M. tuberculosis) enzyme inhibition | purified M. tuberculosis BioA enzyme, plate reader | inhibition, % at 9.99 µM | 360,000 tested, 0.096% active; in the data active = inhibition above about 40%; inconclusive = no clear call, values can overlap the other calls
BoNT-F LC inh = BoNT F light chain protease inhibition; Multiplex microsphere protease cleavage assay, flow cytometry; inhibition, % at 10 µM; 360,000 tested, 0.22% active; in the data active = inhibition above about 35%, passing the limit was not always enough; inconclusive = no clear call, values can overlap the other calls; also: plate controls were buffer without enzyme for full effect and enzyme alone for no effect
FBA Mtb inh = Mtb fructose-bisphosphate aldolase inhibition | P9WQA3 | purified M. tuberculosis FBA, fluorescence read-out | inhibition, % at 1 µM | AID 588726 | 360,000 tested, 2.3% active; in the data active = inhibition above about 27%;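 also: 0% = vehicle and 100% = reference inhibitor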
GDH-TPI inh = inhibits GDH-TPI coupling enzymes, artifact for Mtb FBA screen; GDH-TPI coupled enzyme counterscreen, NADH absorbance; inhibition, % at 4.8 µM; 360,000 tested, 1.2% active; AID 588335; in the data active = inhibition above about 30%;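 also: 0% = DMSO wells and 100% = wells lacking the enzyme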
* marks the source's active call; other numbers are inactive results; u = inconclusive; x = not tested or not shown. Rule as the data show it, unless noted: active = inhibition above about 30%; inconclusive = no clear call, values can overlap the other calls; inactive = below that.

canonical_smiles,BoNT-F LC inh,UGM FP inh,Mtb BioA inh,Anthrax LF prot,FBA Mtb inh,PfHsp40 yeast,FadD28 FP inh,BoNT-A LC inh2,GDH-TPI inh
NC(=S)NN=C1CCCCCCCC1,-6,x,x,-6,2,-0.3,0.0,-0.4,1
COc1ccc(CN2CCC[C@]3(N[C@H](c4ccccc4)[C@@H]4C(=O)N(Cc5ccccc5)C(=O)[C@@H]43)C2=O)cc1,-9,x,-3.9,-7,1,x,-1.2,-1.0,1
CCOC(=O)C1CCN(C(=O)c2ccc(OCC(=O)Nc3ccc(OCC)cc3)c(OC)c2)CC1,-8,x,x,4,0,1.3,-0.2,-1.1,1
Cc1cccc(OCC(=O)NCC(=O)N/N=C/c2cc(Br)ccc2OCc2ccccc2)c1,-2,-2.9,-0.4,-1,-1,-1.2,-3.8,0.0,9
CCOC(=O)N1CCC(NC(=O)C2=C(C)C(=O)OC23CCC(C)CC3)CC1 (configuration not stated),4,0.8,-0.1,2,1,0.2,1.5,-0.3,12
Cc1cc(C)c(S(C)(=O)=O)c(=O)[nH]1,-2,4.7,x,0,0,-1.7,-0.1,-0.6,8
CCOc1ccccc1CNCCOC,0,0.5,x,-3,1,-0.5,-3.3,-0.5,-10
Cc1ccc(C)c(NC(=O)CN(C)C(=O)c2ccc3[nH]c4c(c3c2)CC(C)CC4)c1 (configuration not stated),x,-0.1,x,x,4,-0.3,0.3,x,-3
CSc1ccc(C(=O)N2CCC(CCC(=O)NCc3ccc(F)cc3)CC2)cc1,9,x,12,0,2,-0.1,-1.2,0.2,8
CN(C)/C=C/c1onc(-c2c(Cl)cccc2Cl)c1C#N,1,1.4,x,0,-1,0.5,-2.1,0.1,31*
FC(F)(F)c1nc2cc3nc4ccccc4[nH]c3cc2n1,-8,1.8,x,-4,-8,-0.9,-0.5,2.1,-4
C[C@@]12C(=O)Nc3cc(Cl)ccc3C(=O)N1[C@H]1c3cc(Cl)ccc3OC[C@@H]1[C@@H]2c1ccccc1,3,-1.3,-1.9,10,1,-1.1,-1.9,-0.2,11
O=C(NC1CCCCC1)N(c1ccccc1)c1nnc(-c2cccc([N+](=O)[O-])c2)s1,-4,x,-0.2,-2,-1,x,-2.1,-0.4,12
Cc1cccc(C)c1OCC(=O)NCc1nnc(SCC(=O)NC2CCCCC2C)n1C (configuration not stated),4,-2.2,-1.6,0,0,0.2,0.9,0.4,4
Nc1sc(-c2ccccc2)c(Cc2ccccc2)c1C(=O)O,-3,0.3,x,-2,-3,-0.5,5.9,1.0,2
O=C(COc1ccc2ccccc2c1Br)N1CCOCC1,13,1.1,2.4,-1,0,0.0,-3.8,0.4,3
CCOC(=O)c1c(-c2ccc(OC)cc2)csc1/N=C/N(C)C,1,-0.3,x,-1,3,0.5,-2.2,-0.1,5
CCCCc1nnc(SCC(=O)Nc2nccs2)n1CC,-34,-0.9,-0.5,-7,2,-1.2,-2.1,-24,0
CC1CC(=O)Nc2ccccc2N1C(=O)CSc1ncnc2sccc12 (configuration not stated),-10,-0.8,7.5,-8,-1,-1.4,-2.0,0.1,-9
Cc1ccc(S(=O)(=O)Nc2ccc(S(=O)(=O)NC(C)(C)C)cc2)cc1,1,2.0,-0.4,-5,-1,0.6,-0.6,1.3,12
O=C(Cn1cnc2c(nnn2Cc2ccccc2F)c1=O)OCc1ccccc1,2,-0.4,-1.4,-1,-1,-0.4,-2.9,0.0,7
CC(=O)Nc1ccc2c(c1)nc1n2CCN(C2CCCCC2)C1,-29,x,x,-9,56*,0.5,-0.4,5.2,8
O=S(=O)(c1ccc(SCCOc2cccc(Br)c2)nc1)N1CCCC1,-10,1.9,-0.5,-3,-3,1.5,-4.4,-0.8,-4
O=C(N/N=C/c1ccco1)c1cc(-c2ccc(Br)s2)[nH]n1,0,0.8,x,4,-1,0.7,-2.3,1.0,11
O=C(NCc1ccc(Cl)cc1)c1ccc(-c2ccccc2C(F)(F)F)o1,-3,-1.9,-3.4,-4,1,2.5,-1.0,-0.5,3

Looked up above.
`O=C(NCc1ccc(Cl)cc1)c1ccc(-c2ccccc2C(F)(F)F)o1` | BoNT-F LC inh = -3
`NC(=S)NN=C1CCCCCCCC1` | PfHsp40 yeast = -0.3
`C[C@@]12C(=O)Nc3cc(Cl)ccc3C(=O)N1[C@H]1c3cc(Cl)ccc3OC[C@@H]1[C@@H]2c1ccccc1` | FadD28 FP inh = -1.9

Following part.
canonical_smiles,BoNT-F LC inh,UGM FP inh,Mtb BioA inh,Anthrax LF prot,FBA Mtb inh,PfHsp40 yeast,FadD28 FP inh,BoNT-A LC inh2,GDH-TPI inh
O=C(Nc1cccc2ccccc12)N1CCc2ccccc2C1,-2,-1.3,-0.1,2,43*,4.2,-1.9,0.1,7
C/C(CC(=O)Nc1cc(C)ccn1)=N\NC(=O)c1ccncc1,-3,0.6,0.4,-3,6,1.0,-2.4,1.2,18
Cc1ccc(NC(=O)CCN2CCc3ccccc3C2)cc1,-7,-4.2,1.8,-1,6,0.3,-0.4,-0.1,-1
Cc1ccc(S(=O)(=O)NCCCCCC(=O)Nc2ccccc2C)cc1,-2,0.0,-3.1,-1,6,-0.5,-0.7,-0.4,11
O=C(CCCc1ccccc1)Nc1ccccc1[N+](=O)[O-],-10,1.6,-1.3,7,0,0.3,-1.1,0.6,1
O=C(CC12CC3CC(CC(C3)C1)C2)NCC(c1ccc(F)cc1)N1CCOCC1 (configuration not stated),-6,4.5,0.4,-3,7,0.1,-2.9,-1.5,-6
CCCCNC(=O)c1onc(CSc2nc3ccccc3[nH]2)c1C(=O)NCCCC,-12,-0.2,-0.3,-4,-3,0.8,-2.4,-0.1,0
CCN(CC)S(=O)(=O)c1cccc(NC(=O)CSc2nnc(N)s2)c1,-13,-0.5,x,-5,1,0.0,-0.7,-3.1,1
Cc1cnc(C(=O)OCC(=O)c2c(N)n(CC(C)C)c(=O)n(C)c2=O)cn1,20,0.8,x,3,0,0.2,-1.1,0.6,11
O=C(c1ccco1)n1nc(-c2cccnc2)nc1NCc1ccco1,-4,2.2,x,-4,-3,0.2,-2.0,-1.9,4
CN(C(=O)C1CCCCC1)C1CCS(=O)(=O)C1 (configuration not stated),-5,0.7,-0.4,-3,0,-0.7,-1.6,-0.1,4
CC1=C(C(=O)OCC2CCCO2)C(c2ccccc2)C2=C(CCCC2=O)N1 (configuration not stated),0,0.6,x,2,16,-0.7,-1.6,-0.3,6
CC(C)Oc1cccc(C(=O)NC(=S)Nc2ccc(Cl)c(C(=O)O)c2)c1,1,4.7,-1.4,-2,3,0.5,-2.7,-0.7,-4
CCNC(=S)Nc1cccc(NC(=O)c2ccccc2O)c1,-12,0.5,-0.4,4,37*,0.6,-1.5,-0.4,5
COCCc1ccc(OC2(C)CCN(Cc3cccc(OCOC)c3)C2)cc1 (configuration not stated),-4,x,-0.4,-5,4,x,0.0,-0.9,11
Cc1ccccc1NC(=O)CCN1CCCCCC1,-20,-1.9,0.1,-2,3,-1.2,0.3,-1.4,5
Cc1cccc(COc2ncnc3nc[nH]c23)c1,3,-1.5,x,2,1,-0.6,0.2,-0.4,2
COc1ccc(C(=O)Nc2cccc(-c3nc4ncccc4o3)c2C)cc1OC,2,1.4,0.4,1,4,-1.6,-2.1,0.2,9
CCc1noc(C)c1C(=O)NNC(=O)COc1ccccc1C,5,0.3,-0.7,-1,0,-1.2,-1.9,0.4,0
CCOc1ccc(Cn2ccnc2CCl)cc1[N+](=O)[O-],-6,-1.4,4.8,-2,1,0.9,-1.9,0.2,6
COc1ccc(OC)c(NC(=O)C(=O)N/N=C(\C)CC(=O)Nc2ccc(Cl)cn2)c1,6,1.1,-6.7,0,10,-1.0,0.5,0.7,11
CCN(CCCl)Cc1ccccc1Br,8,1.8,-0.4,12,-2,-0.8,-2.8,-0.1,1
COc1cc2ccc(=O)oc2c(CC=C(C)C)c1OC,4,-0.7,14,-3,10,-0.5,-5.3,0.5,19
C#CCOCCOCCOCCNc1nc(N2CCN(C(=O)Cn3cc(CCCN=C(N)N)nn3)CC2)nc(N2CCN(C(=O)[C@H]([C@@H](C)CC)n3cc(CCC(=O)O)nn3)CC2)n1,2,0.1,-1.4,-5,-1,-0.5,-1.1,-0.5,3
CCc1c(C)c(C#N)c2[nH]c3ccccc3n2c1=S,u,3.8,x,21,30*,0.1,0.4,u,11
Cc1cccc(C(=O)N(CC(=O)Nc2sc(C)c(C)c2C(N)=O)C2CCCC2)c1,3,-3.1,-2.8,1,1,0.2,-0.4,3.0,5
Fc1ccc(Cn2c(SCc3ccc(F)c(F)c3)nnc2C(F)(F)F)cc1,2,-2.5,15,-6,2,1.8,-2.5,0.7,-4
COCCNC(C(=O)Nc1cc(Cl)cc(Cl)c1)c1ccccc1 (configuration not stated),u,-0.6,0.2,0,1,-0.7,-4.7,0.7,0
CCOC(=O)CSC1=NC(=O)/C(=C\c2ccc(Cl)cc2)S1,3,1.7,-2.1,-2,4,40*,-1.1,1.3,13
Cc1cc(CN(C)Cc2ccc(OCC(O)CN(C)Cc3ccccc3)cc2)on1 (configuration not stated),-1,3.8,6.7,-2,9,1.0,-1.2,-0.3,-2
CC1=C(c2ccccc2)C(O)(c2ccccc2)C(C)C1=O (configuration not stated),1,x,-0.4,-7,0,0.0,-1.6,0.1,12
O=C(c1cc2cc(Cl)ccc2oc1=O)N1CCCCCCC1,-21,0.0,-0.8,5,0,-0.5,-3.5,-2.9,15
CC(C)CCNC(=O)C(c1ccco1)N(CC1CCCO1)C(=O)Cn1nnc2ccccc21 (configuration not stated),5,3.8,0.4,-6,0,0.2,-2.8,0.2,-1
O=C(NCC(c1ccco1)N1CCN(c2ccccc2)CC1)OCc1ccccc1 (configuration not stated),-5,2.2,x,-1,2,-0.1,-0.3,-0.7,5
O=[N+]([O-])c1cc(O)c(O)c([N+](=O)[O-])c1,2,7.6,2.1,-6,-8,-1.0,0.5,0.3,10

Exported with values under each structure: part of the list above.
Value order: BoNT-F LC inh | UGM FP inh | Mtb BioA inh | Anthrax LF prot | FBA Mtb inh | PfHsp40 yeast | FadD28 FP inh | BoNT-A LC inh2 | GDH-TPI inh
> CC1=C(c2ccccc2)C(O)(c2ccccc2)C(C)C1=O (configuration not stated)
    1 | x | -0.4 | -7 | 0 | 0.0 | -1.6 | 0.1 | 12
> O=C(c1cc2cc(Cl)ccc2oc1=O)N1CCCCCCC1
    -21 | 0.0 | -0.8 | 5 | 0 | -0.5 | -3.5 | -2.9 | 15
